Nrf2 block: Nrf2 qHTS screen for inhibitors. 2.1% of 360,000 active. AID 504444, 2011. A549 ARE-Fluc reporter, luciferase luminescence, 18-24 h. Potency, µM (series often up to 46 µM), inactives show at the top dose activity change, negative = inhibition, hits mostly inhibitors; further: potency means the concentration at half of the fitted maximal effect; on the % scale 0 is the no-effect control and ±100 the full control effect; nearly all actives have a fitted effect of over 60% in size
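Nrf2 function is reported as luminescence of an ARE-controlled luciferase in A549 cells. Compounds were tested at several concentrations, and a CellTiter-Fluor read on the same wells flagged cytotoxicity.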
A549 viability: Nrf2 qHTS screen for inhibitors: counterscreen for cytotoxicity; A549 ARE-Fluc cells, CellTiter-Fluor viability, 18-24 h; AID 504648, 2011; Potency, µM (top dose mostly 46 µM), without a hit: top-dose activity change, negative = cytotoxicity, most hits filed as inhibitors; 0.16% of 390,000 active; further: potency means the concentration at half of the fitted maximal effect; on the % scale 0 is the no-effect control and ±100 the full control effect
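Cytotoxicity counterscreen: CellTiter-Fluor fluorescence was measured in A549 ARE_Fluc cells after 18-24 h of compound exposure in a concentration series. The subsequent BugLite luminescent read reports ARE-luciferase activity.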
S2 tox: Viability Counterscreen for Primary qHTS for Inhibitors of ATXN expression | S2 cells (HEK-293 line with an ATXN2-luciferase reporter) viability, CellTiter-Fluor protease fluorescence, 24 h | Potency, µM (top dose mostly 56.7 µM), most hits filed as cytotoxic | 0.49% of 400,000 active | AID 651635, 2014; further: potency means the concentration at half of the fitted maximal effect; nearly all actives have a fitted effect of over 40% in size
TGFb inhibitor: qHTS for Inhibitors of TGF-b; HepG2 CAGA-GFP TGF-b/SMAD3 reporter, GFP fluorescence, 18 h; TGF-beta stimulated, 500 pg/mL final; Potency, µM (doses to about 46.1 µM), for the others: at the top dose activity, negative = inhibition, hits mostly inhibitors; 1.2% of 410,000 active; AID 588855, 2011; further: potency means the concentration at half of the fitted maximal effect; on the % scale 0 is the no-effect control and ±100 the full control effect; nearly all actives have a fitted effect of over 65% in size
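GFP signal (ex488/em500-530) from TGF-beta-stimulated HEPG2 CAGA-GFP cells, 500 pg/mL final, 18 h at 37 degrees C in DMEM plus 1% FBS, normalized to unstimulated and DMSO-stimulated controls.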
CCT modulator: High-Throughput Screening for Modulators of Cytosolic Chaperonin Activity; purified chaperonin ATPase assay, HTRF ADP detection, 30 min; activity change, % (no concentration beside the values), hits read low; 0.3% of 360,000 active; in the data active means activity change below about -30%; further: on the % scale 0 is the no-effect control and ±100 the full control effect
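TRiC (40 or 20 nM final, by batch activity) in 30 mM Tris pH 7.4, 100 mM KCl, 5 mM MgCl2, 1 mM DTT was treated with compound at 76 uM single dose, then 10 uM ATP, 30 min at 37 °C. ADP was read by HTRF Transcreener.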
MmCpn inh: Inhibitors of TCP-1 ring complex (TRiC) of Methanococcus maripaludis (MmCpn): qHTS; purified Mm-Cpn ATPase, ADP Transcreener TR-FRET; Potency, µM (top dose mostly 76.9 µM), for the others: at the top dose activity, negative = inhibition, hits mostly inhibitors; 0.031% of 330,000 active; AID 504842, 2011; further: potency means the concentration at half of the fitted maximal effect; on the % scale 0 is the no-effect control and ±100 the full control effect; nearly all actives have a fitted effect of over 80% in size
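Purified archaeal Mm-CPN (25nM final) preincubated 10 min at 37degC with compound, then 10uM ATP for 30 min at 37degC; ADP measured by HTRF Transcreener TR-FRET; buffer 30 mM TRIS pH 7.4, 100mM KCl, 5mM MgCl2, 1mM DTT.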
Akt phos inh: HTS Assay for Inhibitors of Akt Phophorylation: Primary Screen. AID 651550, 2012. activity change, % for hits at 50 µM. 0.32% of 360,000 active. Neuro2A IGF-stimulated pAkt S473 HTRF, 20 min; hits give low values; in the data active means activity change below about -80%; inconclusive means mostly about -51% to -80%; further: on the % scale 0 is the no-effect control and ±100 the full control effect
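Neuro2A cells (4,500/well, DMEM with 0.5% FBS) were treated with compound at a single 50 µM final concentration, stimulated with 6 nM IGF for 20 min at 37 °C, and lysed. Phospho-Akt Ser473 was read by HTRF as 665/615 ratio ×10^4.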
HepG2 tox: qHTS for Inhibitors of TGF-b: Cytotox Counterscreen. HepG2 CAGA-GFP viability, ATP luminescence, 18 h. Potency, µM (top dose mostly 46.1 µM), for inactives: at the highest dose activity change, negative = cytotoxicity, most hits filed as cytotoxic. 0.76% of 410,000 active. AID 588856, 2011; further: potency means the concentration at half of the fitted maximal effect; some results filed as inactive show a strong effect at the top dose
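HepG2 CAGA-GFP cells (1000/well, DMEM with 1% FBS) received compound, then TGF-beta at 500 pg/mL final, and were incubated 18 hours at 37 degrees C. Viability was read by CellTiter-Glo luminescence. Media-only wells were set as complete cell-killing and DMSO as no toxicity.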
Nrf2 activator: qHTS of Nrf2 Activators | AREc32 ARE-luciferase reporter (MCF7-derived line), luminescence, 24 h | Potency, µM (series often up to 46.1 µM), for inactives: top-dose activation, hits mostly activators | 0.31% of 410,000 active | AID 624171, 2012; further: potency means the concentration at half of the fitted maximal effect; % of control where 0% means no effect; nearly all actives have a fitted effect of over 65% in size
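AREc32 cells carrying an ARE-driven firefly luciferase, 1000 cells/well in OPTI-MEM with 5% FBS, dosed after overnight attachment and incubated 24 hr at 37 deg C. Steady-Glo luminescence read after 30 min at RT.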
* marks the source's active call; other numbers are inactive results; i = inactive; ? = inconclusive; · = no result given; & = joins results of further samples; [ ] = another dose, or the depositor's remark. Unless noted, the call rests on the fitted dose curve; in most records, active means well fitted curve in the direction sought with a large enough effect; inconclusive means small, poorly fitted or top-dose-only effect, or another doubt; inactive means no such curve, though single readings can be large; an effect the other way counts as inactive or inconclusive. Only part of the results is shown; rates above refer to the full screens.

SMILES	Nrf2 block	A549 viability	S2 tox	TGFb inhibitor	CCT modulator	MmCpn inh	Akt phos inh	HepG2 tox	Nrf2 activator
Cc1c(C(c2ccc(O)cc2)c2c(O)c3ccccc3oc2=O)c(=O)n(-c2ccccc2)n1C (configuration not stated)	4.1%[9.27 µM]	-0.9%&1.4%	?	12.0%&-3.1%	-3.6	-0.8%	i	2.1%&-9.7%	-1.3%&-0.4%
COc1cc(C2c3cc(O)c(OC)cc3CC3C(=O)OCC32)ccc1O (configuration not stated)	0.5%	-3.4%	i	0.3%	1.4	·	i	2.0%	0.4%
COc1cccc(C(=O)C2CCCN(Cc3ccon3)C2)c1 (configuration not stated)	-10.2%	-2.8%	i	9.2%	-1.4	2.3%	i	0.9%	-0.3%
COC(=O)C1=C(c2ccc(S(C)(=O)=O)cc2)C[C@@H]2CC[C@H]1N2C(=O)N1CCCCC1	-6.5%	-7.1%	i	10.2%	-0.6	·	i	15.4%	1.1%
O=C(Nc1ccc2c(c1)OCO2)c1cccn(Cc2cccc(F)c2)c1=O	·	-1.9%	i	?	·	·	·	3.2%	0.6%
CCc1cc2c(cc1-c1csc(C/C(N)=N/O)n1)C(C)(C)CCC2(C)C	·	·	?	?	-7.4	·	i	-98.1%	-4.4%
O=c1[nH]c(=O)n(Cc2ccco2)c(O)c1C=NCCN1CCOCC1	7.0%	1.3%	i	22.4%	-1.3	0.1%	i	-0.5%	-0.4%
Cc1ccc([C@H]2C[C@@H](n3cc(C4CC4)nn3)[C@H](O)CN2Cc2cccs2)cc1	·	·	i	-3.3%	0.5	·	i	-24.0%	4.3%
Cc1ccc(-n2c(O)c(C=NCC3CCCO3)c(=O)[nH]c2=O)c(C)c1 (configuration not stated)	-12.8%	-0.3%	i	-12.3%	-0.6	1.8%	i	10.0%	-0.8%
C[C@]12CC[C@H](N)CC1=CCC1C2CC[C@@]2(C)C1CC[C@@H]2O (some centres not stated)	?	-19.9%	i	-27.1%	0.7	1.9%	i	-12.9%	6.2%
CC(C)CNP(=S)(c1ccccc1)C(C)(C)C (configuration not stated)	12.2%	3.6%	i	-10.4%	1.5	-0.4%	i	-5.0%	0.9%
CN(CC(=O)Nc1ccccc1-c1ccccc1)C1CCCCC1	·	9.9%	i	-26.5%	-2.8	-0.4%	i	-2.9%	-0.3%
CC1CC2(C)C(=CC1=O)CCC1C3CCC(C)(O)C3(C)CC3OC312 (configuration not stated)	?	-6.9%	i	14.4%	-0.8	·	i	-2.9%	-0.9%
Cc1c(C=O)c2ccccc2n1Cc1cccc(F)c1	-11.8%	-2.3%	i	1.78µM*	-2.1	-10.9%	i	-42.1%	0.2%
CN(C)C(=O)Oc1ccc(Cl)c2cccnc12	18.5%	1.2%	i	-15.3%	1.6	1.6%	i	-28.7%	0.0%
O=C1N(c2cccc(Cl)c2)C(c2cccnc2)N2CCCN12 (configuration not stated)	4.0%	-0.2%	i	21.5%	1.2	-0.4%	i	8.1%	-0.6%
CCC(=O)N1CC(=O)Nc2ccc(F)cc2C1c1ccc(F)cc1 (configuration not stated)	-15.1%	-0.9%	i	-2.0%	-0.6	4.3%	i	-22.1%	-0.4%
Cc1c(N)c(C)c([N+](=O)[O-])c(C)c1[N+](=O)[O-]	?	1.1%	i	-2.6%	-0.6	1.6%	i	3.2%	0.1%
Cc1nn(Cc2ccccc2Cl)c(C)c1C(=O)OCC(=O)N1CC(C)OC(C)C1 (configuration not stated)	-20.6%	-3.2%	i	-10.1%	-2.4	-0.8%	i	-8.0%	0.0%[9.22 µM]
COc1ccc(-c2cc(NC=O)c3ncc(-c4cc(OC)c(OC)c(OC)c4)n3c2)c(OC)c1	·	·	?	?	-2.1	·	i	-29.0%	-0.7%
CN1CCN(c2ccc(F)cc2N)CC1	0.5%	-1.4%	i	2.4%	-5.5	0.9%	i	2.6%	0.3%
NNC(=O)c1ccc(O)cc1	3.3%	-1.9%	i	-5.4%	2.1	0.7%	i	7.6%	1.3%
CC(=O)Nc1ccccc1OP1(=O)COc2ccccc2OC1	7.4%	21.1%	i	-27.2%	0.4	2.6%	i	-9.6%	-0.4%
CS(=O)(=O)N1CCCC(C(=O)N2CCC3(CC2)OCCO3)C1 (configuration not stated)	-30.0%	3.0%	i	-3.3%	0.8	0.6%	i	-5.4%	-0.7%
CCC(C)C1NC(=O)C(NC(=O)C(CC(C)C)N(C)C(=O)C2CCCN2C(=O)C(C)O)C(C)OC(=O)C(Cc2ccc(OC)cc2)N(C)C(=O)C2CCCN2C(=O)C(CC(C)C)NC(=O)[C@H](C)C(=O)[C@H](C(C)C)OC(=O)CC1O (some centres not stated)	0.0073µM*	0.0366µM*	0.0134µM*	-103.6%	2.0	·	i	-2.1%	-0.6%
SMILES	Nrf2 block	A549 viability	S2 tox	TGFb inhibitor	CCT modulator	MmCpn inh	Akt phos inh	HepG2 tox	Nrf2 activator
O=C(C1CC(=O)N(C2CCCCCCC2)C1)N1CCC2(CC1)OCCO2 (configuration not stated)	4.6%	-3.4%[1.84 µM]	i	7.7%	-0.9	-4.8%	i	-32.8%	-0.5%
CC(C)CCOP(=O)(c1ccc(N(C)C)cc1)C(O)c1ccc(Cl)cc1Cl (configuration not stated)	?	?	?	?	-1.0	-1.1%	i	-169.7%	0.3%
OC1/C(=C/c2ccc(F)cc2)N2CCC1CC2 (configuration not stated)	-8.6%	23.5%	i	-4.2%	0.7	-1.3%	i	-11.0%	5.9%
COC(=O)[C@@]1(Sc2ccc(C)cc2)CC(=O)N(P(=O)(OC)OC)[C@@H]1c1ccccc1	·	·	?	·	0.9	·	i	·	11.8%
Nc1ccccc1Cl	-18.5%	0.3%	i	17.8%	-2.3	-3.3%	i	4.0%	0.2%
C[C@H](NC(=O)N1C[C@H]2C[C@@H](C1)c1cccc(=O)n1C2)C(=O)Nc1ccccc1F	1.7%	7.6%	i	4.0%	1.2	-2.2%	i	4.0%	-0.3%
c1cc2c(c(NC3=NCCCS3)c1)CCCC2	·	·	i	10.7%	0.1	·	i	-1.0%	0.1%
Nc1nc(F)nc2c1ncn2[C@@H]1O[C@H](CO)[C@@H](O)[C@@H]1O	5.8µM*	-4.8%	i	0.501µM*	0.7	1.0%	i	-38.1%	-1.1%
C/C(=N\NC(=O)c1ccncc1)c1c(O)[nH]c(=O)[nH]c1=O	20.8%	-2.6%	i	12.7%	0.3	·	i	-3.5%	-0.4%
Cc1cc(Cl)ccc1OCCCC(=O)NCc1cccs1	-20.1%	1.0%	i	-1.9%	3.1	-0.3%	i	-10.2%	2.7%
CCN(C(=O)COC(=O)C(O)(c1ccccc1)c1ccccc1)c1c(N)n(Cc2ccccc2)c(=O)[nH]c1=O	-17.3%	1.4%	i	-5.4%	0.4	1.2%	i	-12.1%	0.2%
Cc1nn(CC(=O)N2CCC3(CC2)OCCO3)c(=O)c2cc3ccccc3n12	3.4%	-3.7%	i	9.4%	-1.7	2.0%	i	14.5%	-0.2%
COc1ccc(C(=O)C2CCCN(Cc3ccon3)C2)cc1OC (configuration not stated)	-6.8%	19.3%	i	4.6%	1.1	1.7%	i	-3.4%	1.9%
Cc1cc(NCCN)nc2ccccc12	-4.5%	-9.9%	i	1.8%	-1.0	3.0%	i	-6.2%	0.4%
Cc1ccccc1C(=O)NC(Oc1ccccc1)C(Cl)(Cl)Cl (configuration not stated)	9.6%	3.5%	i	-28.3%	-1.2	1.5%	i	-10.5%	0.3%
NCCc1c[nH]c2ccccc12	3.7%	-5.1%	i	4.3%	-1.7	1.0%	i	-16.1%	5.5%
CCOc1ccc2nc(NC(=O)c3cccn(Cc4ccc(Cl)cc4)c3=O)sc2c1	·	-6.5%	i	8.5%	·	·	·	-13.0%	-0.1%
O=C(O)c1ccc(-n2c(O)c(/C=C3\C=Nc4ccccc43)c(=O)[nH]c2=O)cc1	27.6%	6.4%	i	3.9%	0.7	2.3%	i	-4.3%	4.9%
Cc1ccc(OC(=O)N(C)C[C@@H]2OCc3cnnn3CCCC(=O)N([C@@H](C)CO)C[C@@H]2C)cc1	·	·	i	-0.2%	-2.8	·	i	0.1%	0.0%
CCc1c(C)nc(N)nc1N1N=C1SCC(N)=O	1.6%	2.3%	i	-1.7%	-1.0	-2.9%	i	-6.8%	-0.5%
O=C1NC(=S)NC(=O)C1Cc1ccccc1O	-3.1%	-1.0%	i	3.7%	-0.7	·	i	3.1%	0.3%
O=C1CC(c2ccccc2)CC(O)=C1C=NCCN1CCN(C(=O)Cc2ccccc2)CC1 (configuration not stated)	-11.0%	3.9%	i	-13.2%	0.8	-0.8%	i	-7.9%	0.2%
CC1CCC(NC(=O)CNC(=S)N2CC3CC(C2)c2cccc(=O)n2C3)CC1 (configuration not stated)	0.9%	-7.4%	i	-1.7%	1.2	0.1%	i	0.5%	-0.8%
Cn1nc(-c2ccccc2)nc2c(=O)n(C)c(=O)nc1-2	2.59µM*	3.66µM*	·	0.562µM*	·	·	·	1µM*	·
COC(=O)c1ccc(COc2cc(C)cc3oc(=O)c4c(c23)CCCC4)o1	?	7.3%	i	-4.2%	-3.9	0.2%	i	-19.8%	0.4%

Compound activity deposited in PubChem by National Center for Advancing Translational Sciences (NCATS).
